uPA generation: cell surface uPA generation inhibition | cell surface uPA generation assay, qHTS | Potency, µM (series often up to 38.3 µM), without a hit: at the highest dose activity change, negative = inhibition, usual class: inhibitors | 330,000 tested, 0.31% active | AID 540303; active = well fitted inhibition curve with a large enough effect; inconclusive = small, poorly fitted or top-dose-only effect; inactive = no such curve, though single readings can be large or run the other way; tested in mouse RAW 264.7 cells; note: % is set by controls: 0 for no effect and ±100 for the full control effect; nearly all actives have a fitted effect of over 55% in size
p53 reactivator: mutant p53 re-activation in reporter cells; H1299 p53-A138V BP100-luciferase reporter, luminescence, 24 h; Potency, µM (doses to about 92.2 µM), without a hit: at the highest dose activity change, positive = activation, actives largely listed as activators; AID 504706; 320,000 tested, 0.063% active; note: % of control where 0% means no effect; nearly all actives have a fitted effect of over 45% in size
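p53-null H1299 cells stably carrying temperature-sensitive p53-A138V and a BP100-luciferase reporter were pinned with compounds (4-point, 1:5 series) and held 24 hrs at 37 deg C. Luminescence was read 10 min after detection reagent.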
Gal4-VP16 FLuc: inhibits Gal4-VP16 luciferase reporter, ROR gamma counter-screen; Drosophila S2 Gal4-VP16 UAS-luciferase, luminescence, 20 h; 310,000 tested, 3.5% active; Potency, µM (top dose mostly 53.6 µM), for inactives: top-dose activity, negative = inhibition, actives largely listed as inhibitors;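 note: Gal4-VP16 expression switched on by copper sulfate through the metallothionein promoter; % is set by controls: 0 for no effect and ±100 for the full control effect; nearly all actives have a fitted effect of over 50% in size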
ELG1 genotox: induces genotoxicity in HEK293T cells with luciferase-tagged ELG1; AID 504466; 330,000 tested, 1.3% active; HEK293T ELG1-luciferase reporter, luminescence, 16 h; Potency, µM (highest dose often 46 µM), for the others: at the highest dose activity change, positive = activation, hits mostly activators; note: % of control where 0% means no effect; nearly all actives have a fitted effect of over 60% in size
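Genotoxicity was scored as increased ELG1-luciferase reporter signal, measured by ONE-Glo luminescence (30 min, room temperature). Compound or vehicle exposure of the HEK293T reporter cells lasted 16 hr at 37°C.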
FLuc modulator: firefly luciferase modulation, counter-screen for miR-21 project; Potency, µM (doses to about 57.5 µM), for inactives: at the highest dose activity change, negative = inhibition, actives largely listed as inhibitors; purified FLuc, Km substrates, luminescence inhibition; P08659; 360,000 tested, 6.9% active;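 note: plate controls were vehicle for no effect and reference inhibitor for full effect; nearly all actives have a fitted effect of over 55% in size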
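Purified P. pyralis luciferase (10nM final) with 10uM D-luciferin and 10uM ATP (Km levels) in 50mM Tris acetate pH 7.5, 10mM Mg acetate, 0.01% Tween-20, 0.05% BSA; qHTS 6-point titration, ~60 µM downward; luminescence read.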
BRCA1 expr up: BRCA1 expression activation; MCF7-BRCA1-FFLuc reporter, luminescence, 48 h; response scale: scaled: vehicle 0%, 10 µM genistein 100%; Potency, µM (doses to about 46.1 µM), without a hit: at the highest dose activation, actives largely listed as activators; 380,000 tested, 1.1% active; AID 624202; note: nearly all actives have a fitted effect of over 80% in size; some results filed as inactive show a strong effect at the top dose
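Quantitative HTS in MCF7 cells stably reporting BRCA1 expression via firefly luciferase. Compound treatment lasts 48 h at 37 °C in phenol-red free MEM. Activation is expressed relative to genistein at 10 microM and DMSO.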
Rab9 prom act: activators of Rab9 promoter | Huh7 Rab9 promoter-luciferase reporter, luminescence, 24 h | Potency, µM (doses to about 9.22 µM), for inactives: at the top dose activation, negative = inhibition, most hits filed as activators | 320,000 tested, 2.8% active; note: % of control where 0% means no effect; nearly all actives have a fitted effect of over 60% in size
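Huh7 cells stably carrying Rab9 promoter–luciferase reporter, plated 1500 cells/well, compound added after 2 h and incubated 24 h at 37 °C; luciferase luminescence then read after 10 min with detection reagent.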
NPC1 promoter act: activates the NPC1 promoter; 320,000 tested, 2.4% active; Potency, µM (highest dose often 9.22 µM), for inactives: top-dose activation, usual class: activators; AID 485313; Huh7 NPC1 promoter luciferase reporter, 24 h;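 note: % of control where 0% means no effect; nearly all actives have a fitted effect of over 60% in size; reporter is driven by a mutant NPC1 promoter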
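Stably transfected Huh7 (NPC1 promoter→luciferase), 1500 cells/well in Opti-MEM + 10% FBS, 2 h settle, then compound 24 h at 37 °C. Luminescence after 10 min with Amplite reagent.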
RORg inh: ROR gamma (mouse) transcription inhibition. Drosophila S2 Gal4-RORgamma UAS-luciferase reporter, 20 h. Potency, µM (top dose mostly 53.6 µM), without a hit: top-dose activity change, negative = inhibition, usual class: inhibitors. 310,000 tested, 5.4% active; note: % is set by controls: 0 for no effect and ±100 for the full control effect; nearly all actives have a fitted effect of over 60% in size
Target sequence (P51450 whole entry, looked up, the tested form may be a part): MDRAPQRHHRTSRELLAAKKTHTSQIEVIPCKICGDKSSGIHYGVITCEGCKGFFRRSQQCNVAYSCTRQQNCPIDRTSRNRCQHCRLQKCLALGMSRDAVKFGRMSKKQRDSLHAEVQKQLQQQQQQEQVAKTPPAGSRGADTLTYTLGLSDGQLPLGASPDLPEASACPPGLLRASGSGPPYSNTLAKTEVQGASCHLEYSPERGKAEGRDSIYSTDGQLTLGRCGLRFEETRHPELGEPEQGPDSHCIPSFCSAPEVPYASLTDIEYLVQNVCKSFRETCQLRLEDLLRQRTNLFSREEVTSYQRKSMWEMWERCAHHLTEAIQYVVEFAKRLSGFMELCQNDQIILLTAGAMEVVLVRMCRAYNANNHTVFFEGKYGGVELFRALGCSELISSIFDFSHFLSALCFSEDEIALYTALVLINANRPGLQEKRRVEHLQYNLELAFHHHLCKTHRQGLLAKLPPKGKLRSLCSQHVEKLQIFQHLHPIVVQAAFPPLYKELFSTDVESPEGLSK
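ROR gamma transcriptional activity was tracked as Gal4-UAS luciferase output in stably transfected Drosophila Schneider cells, with compound added 1 hr before 700 uM copper sulfate induction and a 20 hr ambient-temperature incubation.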
MBNL1 CUG block: MBNL1-poly(CUG) RNA binding inhibition; Q9NR56; TR-FRET MBNL1-His/biotin-(CUG)12 binding, 665/545 ratio; Potency, µM (doses to about 57.5 µM), inactives show at the highest dose activity change, negative = inhibition, hits mostly inhibitors; 280,000 tested, 0.036% active; AID 2675; active = well fitted inhibition curve with a large enough effect in the signal ratio, with a control signal flat, not every such curve was filed as active; inconclusive = small, poorly fitted or top-dose-only effect, or effect the other way, or a change in a side signal; inactive = no such curve, though single readings can be large or run the other way; the % refers to the signal ratio; note: % is set by controls: 0 for no effect and ±100 for the full control effect
Target sequence (Q9NR56 whole entry, looked up): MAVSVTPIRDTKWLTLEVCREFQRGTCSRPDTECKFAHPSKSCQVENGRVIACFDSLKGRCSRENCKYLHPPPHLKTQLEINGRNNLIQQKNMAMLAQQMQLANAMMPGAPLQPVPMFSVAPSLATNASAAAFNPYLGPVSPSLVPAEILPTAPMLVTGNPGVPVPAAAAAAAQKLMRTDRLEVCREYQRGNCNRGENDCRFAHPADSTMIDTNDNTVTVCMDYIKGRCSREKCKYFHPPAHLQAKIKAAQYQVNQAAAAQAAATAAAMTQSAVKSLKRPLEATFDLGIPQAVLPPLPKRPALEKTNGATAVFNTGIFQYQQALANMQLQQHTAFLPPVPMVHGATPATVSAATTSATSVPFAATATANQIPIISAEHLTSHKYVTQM
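Ratiometric TR-FRET (665 over 545 nm, excitation 340 nm) tracks disruption of MBNL1-His/biotin-(CUG)12 complex after 60 min at room temperature, with compounds at 92 nM to 58 uM final.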
* marks the source's active call; other numbers are inactive results; ? = inconclusive; . = no result given; [ ] = remark or other dose. Unless noted, calls come from the whole dose curve; as a rule, active = well fitted curve in the direction sought with a large enough effect; inconclusive = small, poorly fitted or top-dose-only effect, or another doubt; inactive = no such curve, though single readings can be large; an effect the other way counts as inactive or inconclusive. Potency is the fitted concentration of half-maximal effect.

1: O=C(COc1ncnc2ccc(Br)cc12)Nc1ccc(N2CCOCC2)cc1
2: Cc1ccc2oc(-c3cccc(NC(=O)/C=C/c4cccc([N+](=O)[O-])c4)c3C)nc2c1
3: CCN(CC)CCn1c(=N)n(CC(O)c2ccc(OC)c(OC)c2)c2ccccc21 (stereo not drawn)
4: CCCCNC(=O)CCCCC(=O)N/N=C/c1ccccc1Cl
5: CCNC(=O)NC(=O)C(C)OC(=O)CNS(=O)(=O)c1c(Cl)cc(Br)cc1Cl (stereo not drawn)
6: O=C(NCCCn1ccnc1)c1ccc(-c2ccccc2)cc1
7: O=c1ncn(-c2ccccc2F)c2ncccc12
8: O=C(CN1CCCC1c1cccs1)N1CCN(S(=O)(=O)c2cccc(F)c2)CC1 (stereo not drawn)
screen / no. | 1 | 2 | 3 | 4 | 5 | 6 | 7 | 8
uPA generation | -0.8% | -0.3% | 0.0% | -12.7% | ? | -11.1% | 0.7% | -5.0%
p53 reactivator | 0.3% | ? | -0.3% | -15.4% | 1.5% | 4.5% | 2.7% | -0.5%
Gal4-VP16 FLuc | -1.7% | 1.5% | 0.9% | -9.4% | 4.0% | 3.7% | -10.7% | .
ELG1 genotox | 0.6% | -0.3% | -6.5% | 0.4% | 0.1% | 4.3% | 7.3% | 2.0%
FLuc modulator | -1.4% | 3.38µM* | 0.4% | -0.2% | -10.6% | ? | 1.4% | 4.6%
BRCA1 expr up | -24.5% | 8.1% | -3.1% | 13.3% | -2.1% | 15.6% | 19.9% | -15.4%
Rab9 prom act | 6.9% | 4.47µM* | -10.5% | -0.5% | 2.0% | 16.9% | -3.5% | 0.3%
NPC1 promoter act | 0.1% | ? | -1.4% | -1.3% | -3.2% | 3.8% | 2.6% | 2.1%
RORg inh | -26.5% | 41.9% | 6.8% | 10.5% | 0.2% | 21.3% | -0.4% | .
MBNL1 CUG block | -9.2% | -6.6% | 2.5% | -9.1% | -5.4% | 1.7% | 3.1% | .

9: CC1(C)CC(=O)c2cc(OCC(=O)NCCCN3CCN(c4ccc(F)cc4)CC3)ccc2O1
10: Cc1nc(NC(=O)/C=C/c2ccccc2)sc1C(=O)Nc1ccc(Cl)cc1
11: Cc1cc(O)c(NC(=O)c2ccco2)cc1C
12: O=S(=O)(c1ccccc1)N1CCN(c2ncnc3scc(-c4ccccc4)c23)CC1
13: CCN(CC(=O)Nc1c(F)cccc1F)C(=O)c1ccc2c(=O)n3c(nc2c1)CCC3
14: CCOC(=O)N1CCN(Cc2cn3ccccc3n2)CC1
15: COC(=O)Cn1c(=N)n(CCN2CCCCC2)c2ccccc21
16: CC(=O)Nc1ccc(SCC(=O)NCCc2ccc(F)cc2)cc1
screen / no. | 9 | 10 | 11 | 12 | 13 | 14 | 15 | 16
uPA generation | . | 1.8% | 3.6% | -1.6% | 0.2% | 3.3% | -3.2% | -0.4%
p53 reactivator | -18.4% | -6.5% | 27.6% | 8.2% | 14.8% | -6.1% | 3.7% | -8.5%
Gal4-VP16 FLuc | -10.1% | ? | -16.3% | -9.8% | . | -4.2% | -1.9% | -38.2%
ELG1 genotox | -11.2% | 6.4% | ? | -4.0% | 1.3% | 0.2% | 1.0% | -0.1%
FLuc modulator | 1.0% | -1.7% | 30.1µM* | -1.1% | 2.7% | 3.4% | -1.8% | 1.1%
BRCA1 expr up | -67.8% | -49.4% | 15.6% | -66.3% | -4.3% | -0.8% | -0.3% | 6.3%
Rab9 prom act | -3.7% | -2.5% | 27.1% | -3.2% | 18.8% | -8.5% | 14.6% | 9.2%
NPC1 promoter act | -0.2% | -1.4% | 25.6% | -1.9% | 9.8% | 3.2% | -3.9% | 0.2%
RORg inh | 12.5% | -37.7% | -37.2% | 19.5% | . | -6.9% | 2.3% | 11.9%
MBNL1 CUG block | -18.7% | -3.3% | -7.6% | 211.0%[activator] | . | -19.6% | -4.9% | 13.2%

Next section; the last 2 above are carried over.
15: COC(=O)Cn1c(=N)n(CCN2CCCCC2)c2ccccc21
16: CC(=O)Nc1ccc(SCC(=O)NCCc2ccc(F)cc2)cc1
17: CN1CCN(CC(=O)NC23CC4CC(CC(C4)C2)C3)CC1
18: Clc1cccc(-c2nnc(SCc3nc4ccccc4[nH]3)n2Cc2ccco2)c1
19: COc1ccc(OC)c(C(C[N+](=O)[O-])c2c(C)cc3ccccn23)c1 (stereo not drawn)
20: CC1(C)OC(=O)N(c2ccccc2)C12C=Cc1cc(Br)ccc1O2 (stereo not drawn)
21: Cc1ccc(C)c(/C=C/C(=O)c2ccccc(=O)c2O)c1
22: Cc1ccc(-n2nnnc2-c2nc3ccccc3s2)cc1
23: Cc1noc(C)c1C(=O)N(CC(=O)Nc1ccccc1Br)Cc1ccco1
24: CCN(CC)S(=O)(=O)c1cccc(C(=O)N/N=C(\C)c2ccc(O)cc2O)c1
screen / no. | 15 | 16 | 17 | 18 | 19 | 20 | 21 | 22 | 23 | 24
uPA generation | -3.2% | -0.4% | -0.5% | 4.3% | -9.9% | 2.5% | -6.0% | 4.9% | -4.2% | -8.3%
p53 reactivator | 3.7% | -8.5% | -1.4% | -4.6% | -12.5% | -5.2% | . | 17.5% | -5.3% | 1.3%
Gal4-VP16 FLuc | -1.9% | -38.2% | 0.3% | -8.8% | ? | -5.1% | 5.01µM* | 1.5% | . | 6.5%
ELG1 genotox | 1.0% | -0.1% | 3.9% | -3.4% | ? | -6.0% | 9.8% | 12.1% | 0.5% | 9.9%
FLuc modulator | -1.8% | 1.1% | -1.9% | -1.3% | 0.8% | -1.2%[2.3 µM] | 5.2% | 0.5% | -0.9% | ?
BRCA1 expr up | -0.3% | 6.3% | -0.9% | -27.6% | -62.9% | -33.6% | -82.4% | -25.8% | -3.0% | -79.6%
Rab9 prom act | 14.6% | 9.2% | -0.6% | -2.2% | -6.7% | 1.9% | -0.1% | -0.2% | -1.5% | -44.9%[inhibitor]
NPC1 promoter act | -3.9% | 0.2% | 0.6% | 17.6% | -20.2% | 1.8% | 0.4% | -5.1% | -0.9% | -37.8%[inhibitor]
RORg inh | 2.3% | 11.9% | 1.4% | -33.2% | ? | 13.9% | 3.16µM* | -5.6% | . | 12.6µM*
MBNL1 CUG block | -4.9% | 13.2% | -2.4% | -1.8% | 4.7% | -0.4% | -8.5%[11.5 µM] | -2.1% | . | 2.6%

25: O=C(CS(=O)(=O)Cc1ccccc1)N1CCN(C(=O)c2ccco2)CC1
26: Fc1ccccc1N1CCN(C2CCCN(Cc3cccc(C(F)(F)F)c3)C2)CC1 (stereo not drawn)
27: CC(c1nnc(SCC(=O)N2CC(=O)Nc3ccccc32)n1Cc1ccccc1)N(C)C (stereo not drawn)
28: C(=N\Nc1nnnn1-c1ccccc1)/c1ccncc1
29: Cc1ccc2[nH]c3c(NCCN4CCOCC4)ncnc3c2c1
30: Cc1ccc(Sc2nc(-c3ccccc3)nnc2C(F)(F)F)cc1
31: Cc1cc(C)cc(OCC(=O)OCC(=O)NC2CCCC2)c1
32: COCCNC(=O)c1ccccc1NC(=O)c1ccccc1N(C)S(C)(=O)=O
screen / no. | 25 | 26 | 27 | 28 | 29 | 30 | 31 | 32
uPA generation | -0.9% | -3.4% | 1.6% | 4.0% | -10.8% | 2.7% | 13.0% | -6.6%
p53 reactivator | 0.5% | 0.4% | -1.2% | -5.6% | -0.9% | -5.0% | -6.5% | 10.5%
Gal4-VP16 FLuc | -2.7% | 4.0% | 0.2% | 2.6% | . | -1.7% | . | 0.4%
ELG1 genotox | -0.1% | -9.3% | -1.0% | -3.8% | 28.9% | -1.2% | 2.2% | 0.9%
FLuc modulator | -1.5% | 3.8% | 6.4% | 0.0% | ? | 2.8% | . | 0.1%
BRCA1 expr up | -1.4% | -13.8% | -14.3% | -21.7% | 67.2% | -0.4% | 1.9% | 10.4%
Rab9 prom act | -1.3% | -3.8% | -3.0% | 1.6% | 6.9% | -4.4% | 0.4% | -9.8%
NPC1 promoter act | 3.4% | 0.9% | -1.6% | -0.7% | 13.8% | -2.3% | 0.6% | -0.2%
RORg inh | 9.5%[10 µM] | -16.2% | 4.4% | 3.4% | 4.6%[0.365 µM] | ? | . | -7.4%
MBNL1 CUG block | 5.2% | 0.8% | 3.0% | ? | 2.3% | ? | . | .

33: NC(=S)c1ncc(C(F)(F)F)cc1Cl
34: Cc1ccc(Nc2c([N+](=O)[O-])ccc3c2=NC2(CCCCC2)N=3)cc1
35: Cc1cc(C)cc(N(C(=O)c2csnn2)C(C(=O)NC(C)(C)C)c2ccncc2)c1 (stereo not drawn)
36: Cc1ccc(Cl)cc1NC(=S)N1CCCCCC1
screen / no. | 33 | 34 | 35 | 36
uPA generation | 10.4% | 2.1% | -11.3% | -12.4%
p53 reactivator | -0.9% | 3.5% | 10.6% | 13.2%
Gal4-VP16 FLuc | 0.5% | -15.5% | -11.7% | ?
ELG1 genotox | 0.5% | -8.9% | -0.1% | 0.6%
FLuc modulator | 2.8% | -3.1% | ? | 3.1%
BRCA1 expr up | -19.3% | -5.7% | -17.3% | -2.7%
Rab9 prom act | -3.0% | 6.1% | -14.8% | -0.1%
NPC1 promoter act | -5.6% | -5.8% | -0.3% | -3.0%
RORg inh | -35.6% | 7.94µM* | 13.5% | 10µM*
MBNL1 CUG block | . | ? | -2.1% | 2.8%

From PubChem BioAssay
